GSTO1 inh: counter-screen for RBBP9 inhibitors: inhibitors of human GSTO1; P78417; recombinant GSTO1, activity-based probe fluorescence polarization; inhibition, % at 5.96 µM; 1.1% of 300,000 active; AID 1974;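 active = inhibition above the campaign mean inhibition plus 3 SD, cut at about 35% in these data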;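 also: 0% = GSTO1-1 with DMSO and 100% = wells lacking GSTO1-1 enzyme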
PAFAH1B2 inh: PAFAH1B2 (human) inhibition; P68402; inhibition, % at 3.39 µM; 1.2% of 340,000 active; recombinant PAFAH1B2, FP-rhodamine activity probe, fluorescence polarization;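 active = inhibition above the mean of all tested compounds plus 3 SD, cut at about 24% in these data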;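 also: 0% = enzyme with DMSO and 100% = wells lacking PAFAH1B2; many of its hits are not listed in these tables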
PREPL inh: inhibits the human prolyl oligopeptidase-like enzyme. Q4J6C6. recombinant PREPL, fluorescence polarization activity-based probe. inhibition, % at 5.96 µM. 0.68% of 320,000 active; in the data active = inhibition above about 43%;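 also: 0% = enzyme with DMSO and 100% = wells lacking enzyme; many of its hits are not listed in these tables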
pPAFAH FP inh: inhibitors of human plasma PAF acetylhydrolase (pPAFAH) | Q13093 | recombinant pPAFAH, FP-rhodamine probe fluorescence polarization | inhibition, % at 3.39 µM | 1.5% of 330,000 active | AID 463082;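 active = inhibition above the mean inhibition across the screen plus 3 SD, cut at about 25% in these data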;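 also: inhibitors block binding of the rhodamine activity-based probe so polarization drops; 0% = enzyme with DMSO and 100% = wells lacking pPAFAH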
Target sequence (Q13093 whole entry, looked up): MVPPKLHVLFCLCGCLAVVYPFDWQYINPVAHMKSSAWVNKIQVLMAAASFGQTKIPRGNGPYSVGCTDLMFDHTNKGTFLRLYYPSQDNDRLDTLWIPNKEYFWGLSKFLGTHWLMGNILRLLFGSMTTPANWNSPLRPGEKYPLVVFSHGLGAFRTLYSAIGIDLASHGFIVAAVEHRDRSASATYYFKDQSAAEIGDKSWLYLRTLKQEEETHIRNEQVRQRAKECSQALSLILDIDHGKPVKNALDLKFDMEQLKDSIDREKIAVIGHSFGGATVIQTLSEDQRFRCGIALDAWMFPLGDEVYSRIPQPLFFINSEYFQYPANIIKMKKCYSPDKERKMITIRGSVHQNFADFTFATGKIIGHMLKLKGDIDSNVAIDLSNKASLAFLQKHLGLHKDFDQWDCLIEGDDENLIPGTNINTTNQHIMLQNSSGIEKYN
PAD4 inh: inhibitors of human PAD4; recombinant PAD4, RCA probe fluorescence polarization; inhibition, % at 6.36 µM; 0.41% of 330,000 active; AID 485272;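 active = percent inhibition above a cutoff equal to the mean of all tested compounds plus 3 SD, cut at about 15% in these data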;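 also: 0% = PAD4 with RCA probe and DMSO and 100% = probe without PAD4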
PAFAH1B3 inh: inhibitors of human PAFAH1B3 | Q15102 | recombinant PAFAH1B3, FP-rhodamine probe, fluorescence polarization | inhibition, % at 3.39 µM | 0.28% of 340,000 active | AID 492972;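 active = inhibition above the screen-wide average of all tested compounds plus 3 SD, cut at about 25% in these data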;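 also: 0% = enzyme with DMSO only and 100% = wells lacking PAFAH1B3 protein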
LYPLA1 counter: LYPLA1 (human) inhibition in PME1 counter-screen | O75608 | inhibition, % at 5.9 µM | recombinant LYPLA1, FP-Rh probe fluorescence polarization | 0.16% of 320,000 active;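 active = inhibition above the mean of all tested compounds plus 3 SD, set per campaign, cut at about 14% in these data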;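 also: inhibitors block serine hydrolase probe labeling of LYPLA1 so polarization falls; 0% = enzyme with DMSO and 100% = wells lacking LYPLA1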
Target sequence (O75608 whole entry, looked up): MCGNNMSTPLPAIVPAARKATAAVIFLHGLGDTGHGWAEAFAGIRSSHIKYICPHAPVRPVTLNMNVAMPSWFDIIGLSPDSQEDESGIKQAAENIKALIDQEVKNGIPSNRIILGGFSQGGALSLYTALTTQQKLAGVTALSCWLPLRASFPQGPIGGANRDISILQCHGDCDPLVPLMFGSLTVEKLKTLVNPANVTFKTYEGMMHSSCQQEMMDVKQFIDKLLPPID
PAFAH2 FP inh: PAFAH2 (human) inhibition | Q99487 | recombinant PAFAH2, FP-rhodamine activity probe, fluorescence polarization | 0.99% of 340,000 active | inhibition, % at 3.39 µM | AID 492956;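 active = inhibition above the mean over all tested compounds plus 3 SD, cut at about 30% in these data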;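 also: inhibitors block probe labeling of enzyme so polarization drops; 0% = enzyme with DMSO and 100% = wells lacking PAFAH2 protein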
LYPLA2 inh: LYPLA2 (human) inhibition in PME1 counter-screen | recombinant LYPLA2, FP-Rh probe fluorescence polarization | inhibition, % at 5.9 µM | 0.38% of 320,000 active | AID 2177;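 active = inhibition above the screen-wide mean plus 3 SD, limit set per campaign, cut at about 26% in these data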;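 also: 0% = LYPLA2 with DMSO and 100% = wells lacking LYPLA2 enzyme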
Target sequence (O95372 whole entry, looked up): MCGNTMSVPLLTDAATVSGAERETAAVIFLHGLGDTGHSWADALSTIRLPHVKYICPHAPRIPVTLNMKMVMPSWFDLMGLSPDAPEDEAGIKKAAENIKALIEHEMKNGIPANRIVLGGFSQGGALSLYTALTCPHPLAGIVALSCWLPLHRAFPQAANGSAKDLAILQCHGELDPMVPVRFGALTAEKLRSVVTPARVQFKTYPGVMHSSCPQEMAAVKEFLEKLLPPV
* hit, by the source's call; nt = no result given. An excerpt; count on the stated rates, not on these rows.

SMILES	GSTO1 inh	PAFAH1B2 inh	PREPL inh	pPAFAH FP inh	PAD4 inh	PAFAH1B3 inh	LYPLA1 counter	PAFAH2 FP inh	LYPLA2 inh
Cc1cc(OCC(=O)Nc2ccccc2N2CCCC2)ccc1C(C)C	3	1	12	10	-2	1	0	7	2
O=C(Nc1cccc(Cl)c1)c1nc[nH]c1C(=O)NCCCCNC(=O)c1[nH]cnc1C(=O)Nc1cccc(Cl)c1	nt	2	-9	2	0	3	nt	2	nt
COc1ccc(-c2n[nH]c(C)c2-c2ccccc2OC)c(O)c1	5	3	0	5	-1	3	0	-2	-4
COc1ccc(C2c3c(oc4ccccc4c3=O)C(=O)N2c2ccc(C)cn2)cc1OC (stereo unspecified)	3	3	-1	-6	-6	9	3	-2	-2
O=C(O)c1cccc(CSc2nnc(-c3ccco3)o2)c1	2	5	24	4	2	4	-1	14	5
O=C1Nc2ccccc2C(=O)N2CCCCC12 (stereo unspecified)	5	0	8	1	-1	14	-2	7	1
CCc1ccc(NC(=O)C(C)Oc2nnc(-c3cccs3)c(-c3cccs3)n2)cc1 (stereo unspecified)	-1	-1	-15	2	1	-4	-7	-8	-10
CCc1nc2ccccc2n1CC(O)COCC1CC=CCC1 (stereo unspecified)	11	0	10	-4	0	-6	3	1	4
COc1ccc(S(=O)(=O)N2CCN(C(=O)N3CCOCC3)C2C)cc1 (stereo unspecified)	3	5	10	0	3	-5	3	5	3
O=C1CN(C(=O)COC(=O)/C=C/c2ccco2)c2ccccc2N1	-8	2	-5	7	0	-2	-1	0	5
COc1cccc(NC(=O)Nc2nc(SC(C)(C)C)ns2)c1	-51	-8	-20	-4	-2	-3	-32	-17	-50
C=CCn1c(COc2ccc(CC)cc2)nnc1SCC(=O)N(C)C1CCS(=O)(=O)C1 (stereo unspecified)	6	3	6	3	1	0	4	3	10
N#Cc1c2n(c3c(=O)n(Cc4ccc(Cl)cc4)cnc13)CCCC2	-3	4	16	3	-1	4	-3	-5	-2
COc1ccc(OC)c(NC(=O)C2CCN(c3nc(C)cc(C)n3)CC2)c1	1	4	0	4	0	9	3	-1	11
COc1cc2c(cc1OC)CN(C(=O)COc1ccc(C#N)cc1)CC2	-2	-3	-1	4	-15	1	0	10	-2
O=C1CC(c2ccc(Cl)cc2)c2c(O)cc(O)cc2O1 (stereo unspecified)	37*	6	-5	2	0	2	-3	4	4
CCOC(=O)c1ccc(Oc2cc(C)nc(SC)n2)cc1	-1	2	-2	0	1	1	-2	1	4
O=C(O)CCC(=O)NNC(=O)c1ccc(-c2ccccc2)cc1	-2	5	0	3	1	6	0	-7	-1
CC(NC(=O)c1ccco1)C(c1cccs1)N1CCOCC1 (stereo unspecified)	5	-1	5	2	-1	0	-2	1	-4
COc1ccc(CNC(=O)Cc2c(C(=O)O)[nH]c3ccccc23)cc1	6	25*	20	-3	-2	12	-3	5	2
CNC(=O)c1ccc(-c2ccc(Cl)c(Cl)c2)s1	-10	6	-39	3	-2	0	-10	7	-3
Cc1ccc(C(=O)NCC(=O)NC2CCCC2)cc1	-3	1	0	0	-5	6	-3	-5	3
O=C(c1ccccc1-c1ccccc1)N1CCOCC1	-2	6	3	-1	-2	4	-4	3	-10
CCC(C)NC(=O)Cn1cnc2sc(C)c(S(=O)(=O)N3CCCCC3)c2c1=O (stereo unspecified)	8	4	8	3	1	6	4	-1	-4
COc1cc(C(=O)OCC(=O)N2CCCCCC2)c([N+](=O)[O-])cc1OC	nt	6	-4	3	1	12	nt	35*	nt

As entered above.
GSTO1 inh result of CNC(=O)c1ccc(-c2ccc(Cl)c(Cl)c2)s1 : -10
PAFAH1B3 inh result of COc1ccc(OC)c(NC(=O)C2CCN(c3nc(C)cc(C)n3)CC2)c1 : 9

Continued.
SMILES	GSTO1 inh	PAFAH1B2 inh	PREPL inh	pPAFAH FP inh	PAD4 inh	PAFAH1B3 inh	LYPLA1 counter	PAFAH2 FP inh	LYPLA2 inh
COC(=O)CC(c1ccccc1F)N1Cc2ccccc2C1=O (stereo unspecified)	4	4	-5	-8	-2	1	-1	4	-3
NC(=O)c1ccc(NC(=O)Nc2ccc3c(c2)OCO3)cc1	5	2	5	6	-5	22	0	3	-4
COc1cccc(C=NCCNC(=O)c2nonc2N)c1O	3	0	8	1	4	9	-1	1	2
COc1ccc(/C=C/C(=O)O/N=C(\N)c2ccccc2)cc1OC	2	-1	-1	2	1	1	-4	12	-2
O=C(COC(=O)c1cc(Br)ccc1O)NC1CCCCCC1	12	1	7	6	-5	13	1	25	3
COc1ccc2c(c1OC)C(=O)NC(C)=C(C(=O)OC(C)(C)C)C2O (stereo unspecified)	-2	-3	-4	4	3	6	1	1	4
O=C(CSc1n[nH]c(=O)n1-c1cccnc1)N1CCOCC1	1	nt	3	6	0	nt	0	nt	0
Cc1cc(NC(=O)c2ccccc2)no1	-1	5	12	-1	0	11	-2	-1	-4
CCN(CC)C(=O)NC(c1ccc(C)c(F)c1)C(Cl)(Cl)Cl (stereo unspecified)	3	3	5	-2	-4	10	-2	6	3
CCCCOc1ccc(NC(=O)C2OC3OC(C)(C)OC3C3OC(C)(C)OC23)cc1 (stereo unspecified)	-1	6	-1	7	-5	2	0	3	-3
COc1ccc(C2C(C(=O)N3CCOCC3)=C(C)NC3=C2C(=O)CC(C)(C)C3)cc1O (stereo unspecified)	0	5	10	2	1	3	-2	-4	-1
COc1ccc(CNC(=O)[C@H](C)NC(=O)C2CCN(C(=O)[C@H](CCSC)NC(=O)OC(C)(C)C)CC2)cc1	9	0	4	1	2	18	-2	4	1
COc1ccc(CCN2C(=S)N(C)C(=O)C2CC(=O)Nc2ccc(F)cc2)cc1 (stereo unspecified)	17	nt	-20	-7	4	nt	-3	nt	-5
CCOC(=O)c1ccc(NC(=O)c2nc(SC)ncc2Cl)cc1	-10	3	2	3	-7	-2	2	-2	0
COc1ccc(S(=O)(=O)N2CCN(C3Cc4ccccc4C3)CC2)cc1	3	4	-4	-3	0	1	2	21	5
O=C(C1CCN(S(=O)(=O)c2cccs2)CC1)N(c1ccccn1)C1CCCCC1	-1	1	2	1	0	1	0	9	6
CSCCC(CO)NC(=O)OCc1ccccc1 (stereo unspecified)	-6	-1	16	2	-7	3	2	2	3
COc1ccc(-c2[nH]ncc2CN(C)Cc2cnccn2)c(OC)c1	2	1	3	0	2	1	3	1	12
O=C(Nc1cccc(Cl)c1)c1cccc(N2C(=O)C3CC=CCC3C2=O)c1 (stereo unspecified)	-1	2	-11	6	-4	-2	-5	-5	0
CCCCn1c(N)c(N(CC(C)C)C(=O)Cc2ccc3c(c2)OCCO3)c(=O)[nH]c1=O	2	9	13	1	-2	-4	5	1	1
CC1=CC2=NC(=O)CC(C)(C(=O)N(CC(=O)NC(C)(C)C)Cc3cccs3)N2C=C1 (stereo unspecified)	3	9	3	2	0	6	1	0	2
CC(C)c1ccc(-c2c(NCCc3ccccc3)c(=O)c2=O)cc1	-5	1	-7	-2	-4	3	-2	2	3
Cc1onc(-c2ccccc2)c1C(=O)N1CCCCCC1	0	6	6	9	-3	8	0	0	3
O=C1C=C(NCc2ccc(Cl)c(Cl)c2)C2(CCCCC2)O1	0	3	24	1	1	6	0	-7	-6
Cc1ccc(NC(=O)C2CCCN(S(=O)(=O)c3cccc4nonc34)C2)cc1 (stereo unspecified)	-7	0	5	-4	2	-6	-1	12	-2

Some of these compounds in order of their number in PAFAH1B2 inh, low to high.
Molecule,PAFAH1B2 inh
CCc1nc2ccccc2n1CC(O)COCC1CC=CCC1 (stereo unspecified),0
O=C(COC(=O)c1cc(Br)ccc1O)NC1CCCCCC1,1
NC(=O)c1ccc(NC(=O)Nc2ccc3c(c2)OCO3)cc1,2

(cont.)
SMILES	GSTO1 inh	PAFAH1B2 inh	PREPL inh	pPAFAH FP inh	PAD4 inh	PAFAH1B3 inh	LYPLA1 counter	PAFAH2 FP inh	LYPLA2 inh
CCNc1nc(NC(C)(C)C)nc(N(CC)n2cnnc2)n1	-1	4	9	4	3	2	1	1	10
COc1ccccc1C(=O)NC(CCSC)C(=O)NC1CC1 (stereo unspecified)	nt	-2	9	-7	-2	10	nt	9	nt
CCOC(=O)C1CCN(Cc2cnc(Oc3ccc(OC)cc3)s2)CC1	2	2	-4	3	-2	1	2	-3	7
COC(=O)c1ccsc1NC(=O)CSc1nnnn1-c1ccccc1SC	1	-5	2	-2	-3	0	0	-15	-1
CSc1ccc(CN(C)C(=O)C23CC4CC(CC(Cl)(C4)C2)C3)cc1	2	2	-3	6	-1	0	-1	0	-1
Cc1nc(C)c(-c2csc(Nc3ccccn3)n2)s1	-1	7	16	7	5	13	10	9	18
O=C(CSc1nnc(Cc2cc(=O)[nH]c(=O)[nH]2)n1-c1ccc(Cl)cc1)N1CCc2ccccc21	4	nt	3	-1	1	nt	-2	nt	-4
CC(=O)c1cccc(NC(=O)Oc2ccccc2)c1	0	-3	13	2	6	7	4	1	8
COc1cc(/C=N/Nc2ccc(Cl)cc2)ccc1OC(=O)c1cccs1	17	0	39	-7	-1	-8	-3	-8	1
Cc1ccc2ncccc2c1N	9	4	12	3	4	6	1	-2	4
Cc1ccc(S(=O)(=O)NCc2cc(=O)n(C)c(=O)n2C)cc1C	-6	4	20	0	5	-3	3	3	2
Cc1cc(Cl)ccc1OCCCC(=O)Nc1cccc(-n2cnnn2)c1	-4	-2	0	1	1	-8	-12	0	-14
OC[C@H]1O[C@@H](n2cnc3c(Nc4ccccc4)ncnc32)[C@H](O)[C@@H]1O	-2	2	4	-4	0	9	-2	-2	0
O=C(NCC1CCCO1)c1ccc2c(=O)n(CC3CCCO3)c(SCC(=O)N3CCCC3)nc2c1 (stereo unspecified)	9	5	10	3	4	4	1	5	6
COc1cccc(CN2CCNC(=O)C2CC(=O)N(C)Cc2cnccn2)c1OC (stereo unspecified)	-3	3	13	-2	-5	-1	-2	-8	4
COC(=O)N1c2ccccc2C=Cc2ccccc21	6	4	-6	0	1	3	-3	8	-4
COC(=O)c1ccc(N2CN=C(c3ccc(C)cc3)NC2=S)cc1	-7	-4	4	2	4	-2	-8	-10	-3
O=S1(=O)CC=C(CSc2nc3ccccc3[nH]2)C1	1	3	-4	5	3	-1	-1	7	3
COc1cc(OC)c2ccc(=O)oc2c1C(CCN1CCCC(C)C1)c1ccc(N(C)C)cc1 (stereo unspecified)	7	0	19	2	-2	-7	-2	5	-10
CCOC(=O)c1c(C)nc(C)c2c(=O)oc3ccccc3c12	-2	1	4	-3	-4	-5	1	-3	4
Cc1cccc(NCCC#N)c1	-2	1	1	0	-1	7	-4	-3	-3
C/C(=N\NC(=O)c1cccc(F)c1)c1ccc(Br)s1	4	0	5	3	-2	15	1	1	7
Cc1cnc(=O)[nH]c1SCc1ccc([N+](=O)[O-])cc1	-16	3	-1	3	-1	2	0	-1	7
COc1ccccc1CNC(=O)N[C@@H](Cc1ccccc1)C(=O)O	4	2	9	-4	0	5	-1	-2	1
CCN(CC)S(=O)(=O)c1ccc(C)c(N=C=S)c1	-5	-2	0	-4	1	5	2	4	8
O=C(Cn1nc(C(=O)O)c2ccccc2c1=O)NCc1ccco1	-1	5	2	-6	-4	4	0	6	-5
COc1cc(/C=C(\NC(=O)c2ccccc2)C(=O)N2CC3CC(C2)c2cccc(=O)n2C3)cc(OC)c1OC (stereo unspecified)	-4	3	4	1	2	7	-2	4	-2
Cc1nn(C(=O)c2ccco2)c(C)c1Sc1ccc(Br)cc1	2	13	-15	1	-2	1	-2	13	-2
Cc1cccc2cc(/C=N/NC(=O)[C@H]3C[C@@H]3c3ccccc3)c(Cl)nc12	-9	0	-9	-3	1	-3	-2	-7	1

Screening data deposited in PubChem BioAssay by The Scripps Research Institute Molecular Screening Center.
